# 14-3-3 Bad inh – disrupts binding of bovine 14-3-3 zeta to phospho-Bad peptide; P63103; TR-FRET 14-3-3zeta/Dy647-pBad peptide displacement, 1 h; inhibition, % at 21.7 µM; 220,000 tested, 0.71% active;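 active = inhibition above about 70%, limit read from the data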;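 also: 0% = full 14-3-3 plus peptide FRET controls and 100% = background without 14-3-3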
# Target sequence (P63103 whole entry, looked up): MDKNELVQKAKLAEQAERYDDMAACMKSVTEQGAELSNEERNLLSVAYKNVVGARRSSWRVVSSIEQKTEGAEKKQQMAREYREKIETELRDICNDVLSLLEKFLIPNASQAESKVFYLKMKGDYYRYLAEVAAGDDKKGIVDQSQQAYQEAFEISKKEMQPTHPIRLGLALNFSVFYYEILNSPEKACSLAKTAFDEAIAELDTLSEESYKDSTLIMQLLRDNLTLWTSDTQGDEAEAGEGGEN
# EBV gp42 inh – inhibitors of Epstein-Barr virus glycoprotein 42 | Fluorescence polarization binding assay, mP read-out | inhibition, % (tested at 21.74 µM) | 220,000 tested, 0.42% active | Q1HVG2; in the data active = inhibition above about 50%
# Target sequence (Q1HVG2 whole entry, looked up): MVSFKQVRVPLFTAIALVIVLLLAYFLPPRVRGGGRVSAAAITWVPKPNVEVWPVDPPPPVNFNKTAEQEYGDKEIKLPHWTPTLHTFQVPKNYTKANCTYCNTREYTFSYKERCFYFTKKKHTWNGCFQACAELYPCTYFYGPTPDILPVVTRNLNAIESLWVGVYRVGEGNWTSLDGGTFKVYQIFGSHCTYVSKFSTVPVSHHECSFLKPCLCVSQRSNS
# Hck Nef HTS – human Hck-Nef kinase inhibition | 220,000 tested, 0.68% active | Recombinant Hck-YEEI plus Nef, Z-Lyte FRET kinase assay | inhibition, % at 20 µM | P08631;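 active = Hck-Nef kinase inhibition above about 50%, limit read from the data; inactive = inhibition below that limit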;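 also: 0% = DMSO with Hck plus Nef and 100% = Hck alone without Nef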
# MDM2 E3 inh – Mdm2 E3 ligase (human) inhibition; signal enhancement, % at 5 µM; cell-based MDM2 ubiquitination luciferase reporter, 2 h; 0 = plate control, 100 = twice control, blank-subtracted; 210,000 tested, 0.11% active;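 active = signal enhancement of 30% or more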;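 also: luminescence tracks abundance of the self-degrading MDM2-luciferase fusion protein; higher signal means inhibition of MDM2 E3 ligase activity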
# Target sequence (Q00987 whole entry, looked up, the tested form may be a part): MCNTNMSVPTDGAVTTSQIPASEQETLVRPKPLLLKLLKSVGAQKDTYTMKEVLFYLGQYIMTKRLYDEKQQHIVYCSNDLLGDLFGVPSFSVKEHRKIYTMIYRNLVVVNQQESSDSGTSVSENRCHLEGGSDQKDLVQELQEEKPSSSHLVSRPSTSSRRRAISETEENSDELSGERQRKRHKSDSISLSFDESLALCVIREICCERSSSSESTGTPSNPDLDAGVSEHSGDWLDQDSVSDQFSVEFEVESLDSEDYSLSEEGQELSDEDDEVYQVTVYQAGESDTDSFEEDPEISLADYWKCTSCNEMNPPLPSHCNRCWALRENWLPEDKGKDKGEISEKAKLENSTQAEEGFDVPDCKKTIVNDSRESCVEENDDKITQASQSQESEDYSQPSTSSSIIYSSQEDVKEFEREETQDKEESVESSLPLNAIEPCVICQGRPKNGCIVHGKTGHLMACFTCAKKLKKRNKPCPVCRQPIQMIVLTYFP
#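 system = mammalian cells stably expressing self-ubiquitinating, self-degrading MDM2 E3–luciferase fusion | quantity = 2000 cells per well seeded | incubation = 4 h cell settling then 2 h compound exposure, 37 °C | signal = SteadyLite luminescence, 15 min reagent step | benchmarks = plate control and blank wells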
# TbHK1 inh – T. brucei hexokinase 1 inhibition. recombinant TbHK1, G6PDH-coupled NADH A340. inhibition, % at 10 µM. 220,000 tested, 0.11% active. AID 1430;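 active = inhibition of 50% or more in the single-dose primary screen; inactive = inhibition below 50%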
# Runt-SMMHC FRET – Runt domain-CBFb-SMMHC interaction inhibition; Cerulean-Runt/Venus-CBFb-SMMHC FRET ratio 530/480, 1 h; inhibition, % at 20 µM; 220,000 tested, 0.74% active; AID 1434;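 active = mean inhibition across duplicate retests at 20 µM reaching about 50%, limit read from the data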;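 also: 0% = DMSO wells and 100% = wells with excess untagged CBFb-SMMHC; inhibitors lower the FRET ratio by blocking Runt binding to CBFb-SMMHC; some results filed as inactive read as strong as hits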
# Runt-CBFb FRET – Runt domain-CBFb interaction inhibition. Q01196+Q13951. Cerulean-Runt/Venus-CBFb FRET ratio 530/480, 1 h. inhibition, % at 20 µM. 220,000 tested, 0.46% active;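 active = inhibition over about 50% at 20 µM in the single-dose screen, limit read from the data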;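 also: 0% = DMSO wells and 100% = excess unlabeled CBFb competitor control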
#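 Assay system: Cerulean-Runt domain fusion protein, energy donor; Signal: fluorescence energy transfer, 422 nm excitation, 530/480 nm emission; Timing: 1 h compound exposure, room temperature; Control set: unlabeled CBFb; Medium: Tris buffer pH 7.5 with salts and BSA; Compound: single test concentration of 20 µM, 1% DMSO final; Probe or stimulus: Venus-CBFb 100 nM.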
# NCF1 inh – blocks human p47phox regulatory protein of NADPH oxidases; P14598; p47phox/p22phox peptide binding, fluorescence polarization, 2 h; inhibition, % at 24.7 µM; 220,000 tested, 0.53% active; AID 1274;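 active = inhibition above about 30%, limit read from the data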;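 also: 0% = p47phox with labelled peptide and 100% = labelled peptide alone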
# L929 necroptosis – blocks zVAD induced death of L929 cells. 220,000 tested, 0.38% active. viability rescue, % at 10 µM. L929 zVAD necroptosis rescue, ATP luminescence, 24 h; with zVAD 60 µM. AID 1377;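 active = activation, scaled between plate controls, above about 75%, limit read from the data; inactive = activation under that limit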;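 also: 0% = zVAD with DMSO and 100% = DMSO alone without zVAD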
# * = called active by the depositor; . = not tested or not shown; [ ] = remark or other dose.
nr	canonical_smiles	14-3-3 Bad inh	EBV gp42 inh	Hck Nef HTS	MDM2 E3 inh	TbHK1 inh
1	CCOC(=O)c1sc(NC(=O)c2cccs2)cc1C	-14.8	-8.3	6.9	-31.3	3.8
2	COc1ccc(CCN(Cc2ccccn2)C(=S)Nc2ccccc2F)cc1OC	2.9	-1.7	2.3	-6.5	0.8
3	CCOc1ccc2nc(N/C(N)=N/C(=S)Nc3ccc(OC)cc3)nc(C)c2c1	-8.9	2.9	-0.7	.	-7.6
4	CCNC(=O)NC(=O)C(C)OC(=O)C(C)(C)Oc1ccc(Cl)cc1 (stereo not given)	-2.9	-12.5	-34.8	1.4	-6.3
5	O=C(c1ccc2c(c1)N(Cc1ccccc1)CCS2)N1CCCCC1	0.1	-2.6	20.4	-14.4	-3.6
6	COc1cccc(NC(=O)CC(c2ccc(OC(C)C)cc2)c2ccccc2OC)c1 (stereo not given)	0.8	-1.6	4.3	-0.3	-8.1
7	Cc1cccc(N(CC(=O)Nc2c(C)n(C)n(-c3ccccc3)c2=O)S(C)(=O)=O)c1C	-1.4[fluorescence artefact?]	-21.0	-1.9	.	-5.7
8	Cc1ccc(CC(=O)N/N=C/c2ccc(OC(=O)c3ccc([N+](=O)[O-])cc3)cc2)cc1	-4.7	-5.9	7.4	-2.9	0.8
9	O=C(CCc1ccc(Oc2cc([N+](=O)[O-])cc([N+](=O)[O-])c2)cc1)NC1CCCC1	-11.7	3.1	2.2	-10.7	28.3
10	COc1cc(NC(=O)c2cccs2)c(OC)cc1NC(=O)CCC(=O)Nc1cccc2ncccc12	-10.6	-21.6	22.4	-1.4	-9.9
11	COc1ccc(NC(=S)NCc2cccs2)cc1OC	-14.8	-1.6	12.0	-10.3	-9.7
12	Cc1ccc(NC(=O)COC(=O)Cn2c(C)csc2=O)cc1	-10.1	-3.0	0.9	-6.7	-7.9
13	Cc1cc(NC(=O)CSc2nc(C3CCCCC3)nc3ccccc23)no1	8.6	-1.6	0.2	-9.7	1.4
14	CCSCc1nnc(SCC(=O)Nc2ccc(OC)cc2)n1C	7.7	-23.7	-0.9	-13.4	-0.8
15	Cc1cc(C)cc(OCC(=O)NCCN2CCOCC2)c1	9.7[fluorescence artefact?]	-9.6	0.2	13.4	7.0

nr	Runt-SMMHC FRET	Runt-CBFb FRET	NCF1 inh	L929 necroptosis
1	0.7	1.1	-9.9	2.8
2	2.0	-0.9	3.3	1.6
3	-2.6	2.8	-9.1	0.6
4	-4.0	-2.3	.	0.6
5	-1.7	0.4	-16.1	-0.5
6	3.5	0.6	-12.0	0.9
7	-4.5	-1.7	-11.3	1.2
8	0.1	3.5	13.8	0.7
9	0.9	-1.3	-15.6	0.1
10	0.2	-1.0	-15.5	-0.7
11	-0.4	0.5	-1.0	5.0
12	-1.2	0.2	-26.8	0.9
13	2.1	-0.8	-18.4	0.5
14	3.9	-10.6	3.3	-0.1
15	0.6	-1.0	-5.5	-0.3

# Among those listed so far, these contain four or more nitrogen atoms.
nr	canonical_smiles	14-3-3 Bad inh	EBV gp42 inh	Hck Nef HTS	MDM2 E3 inh	TbHK1 inh
3	CCOc1ccc2nc(N/C(N)=N/C(=S)Nc3ccc(OC)cc3)nc(C)c2c1	-8.9	2.9	-0.7	.	-7.6
7	Cc1cccc(N(CC(=O)Nc2c(C)n(C)n(-c3ccccc3)c2=O)S(C)(=O)=O)c1C	-1.4[fluorescence artefact?]	-21.0	-1.9	.	-5.7
10	COc1cc(NC(=O)c2cccs2)c(OC)cc1NC(=O)CCC(=O)Nc1cccc2ncccc12	-10.6	-21.6	22.4	-1.4	-9.9
13	Cc1cc(NC(=O)CSc2nc(C3CCCCC3)nc3ccccc23)no1	8.6	-1.6	0.2	-9.7	1.4
14	CCSCc1nnc(SCC(=O)Nc2ccc(OC)cc2)n1C	7.7	-23.7	-0.9	-13.4	-0.8

nr	Runt-SMMHC FRET	Runt-CBFb FRET	NCF1 inh	L929 necroptosis
3	-2.6	2.8	-9.1	0.6
7	-4.5	-1.7	-11.3	1.2
10	0.2	-1.0	-15.5	-0.7
13	2.1	-0.8	-18.4	0.5
14	3.9	-10.6	3.3	-0.1

# New compounds follow:
nr	canonical_smiles	14-3-3 Bad inh	EBV gp42 inh	Hck Nef HTS	MDM2 E3 inh	TbHK1 inh
16	COc1cc(/C=C\C(=O)Nc2cc(=O)n(C)c(=O)n2C)cc(OC)c1OC	3.4	1.7	-48.9	-0.4	-26.5
17	CC(C)c1ccc(OCc2ccc(C(=O)O)o2)cc1	2.8	-17.2	28.2	.	-4.1
18	CCCCOC(=O)n1ccc(C(=O)Nc2ccccc2OC)n1	2.2	3.7	3.1	-26.7	-3.5
19	COc1ccccc1C(=O)NNC(=O)C(=O)NCc1ccccc1	-7.0	-10.3	14.6	-15.4	-18.5
20	CC(=O)Oc1ccc(C(=O)Nc2cccc(-c3nnc(-c4ccco4)o3)c2)cc1	23.1	-2.3	13.2	-13.3	4.5
21	CC1(C)C(c2ccccc2)=[N+]([O-])C2(CCCCC2=O)N1O (stereo not given)	-11.8	-5.3	13.3	-2.3	0.6
22	CCCCNC(=S)NCc1ccc2c(c1)cc(C)n2C	2.2	-2.7	-2.4	.	4.4
23	Cc1cccc(-n2c(O)c(C=Nc3c(C)n(C)n(-c4ccccc4)c3=O)c3ccccc3c2=O)n1	-9.0	-4.7	-0.1	-14.1	3.7
24	CC(C)OC(=O)c1nn2c(C(F)(F)F)cc(-c3ccco3)nc2c1Cl	-1.5[fluorescence artefact?]	-117.0	3.1	-2.6	-4.0
25	c1ccc(SCc2nc(-c3ccncc3)n[nH]2)nc1	-6.9	3.0	-3.5	-2.3	-11.4
26	Clc1ccc(-n2ncc3c(N4CCCC4)ncnc32)cc1	-14.9	-9.6	0.1	-67.8	21.0
27	Cc1ccccc1CSc1nc2c(c(=O)[nH]1)CCC2	-11.2[fluorescence artefact?]	-13.1	-9.9	-7.3	5.1
28	COc1ccc(N2CCN(Cc3cc(=O)oc4ccc(Cl)cc34)CC2)cc1	3.0	-31.6	5.3	-10.0	-1.5
29	COCCN(CCOC)C(=O)C12CCC(C)(C(=O)C1)C2(C)C (stereo not given)	15.7	-24.5	1.2	-15.6	27.9
30	CC(C)(C)OC(=O)N[C@@H](CCCCNC(=O)OCc1ccccc1)c1nnc([C@H](CCCCNC(=O)OCc2ccccc2)NC(=O)OC(C)(C)C)o1	-2.3	-14.9	25.6	4.1	-4.5

nr	Runt-SMMHC FRET	Runt-CBFb FRET	NCF1 inh	L929 necroptosis
16	-1.4	-0.3	-9.3	-0.2
17	0.5	0.7	-11.6	-0.4
18	-0.9	-2.5	-2.2	-0.2
19	1.9	0.3	10.3	0.8
20	-3.6	1.0	-8.8	2.8
21	-0.8	-1.1	-2.4	-1.4
22	1.7	-0.4	-7.6	.
23	-32.9	-7.7	-18.0	-0.5
24	-127.3	-59.7	-40.8	-0.2
25	0.8	0.7	-4.3	6.4
26	4.8	-0.5	-10.9	0.2
27	-0.6	0.0	-6.9	1.1
28	2.6	-1.7	-25.4	1.3
29	2.6	0.0	-20.6	0.9
30	-5.3	-11.8	-4.1	2.2

nr	canonical_smiles	14-3-3 Bad inh	EBV gp42 inh	Hck Nef HTS	MDM2 E3 inh	TbHK1 inh
31	CC(=O)OCC(=O)N1CCN(c2ccc([N+](=O)[O-])cc2)CC1	0.8[fluorescence artefact?]	-11.7	7.7	-1.7	-7.4
32	COc1ccc(-c2n[nH]c(C(F)(F)F)c2-c2cc3ccccc3o2)c(O)c1	0.8	8.9	0.8	-29.9	7.8
33	O=C(NC(NC(=S)N1CCOCC1)C(Cl)(Cl)Cl)c1cccc2ccccc12 (stereo not given)	-10.8	-2.2	2.0	-13.3	-5.8
34	Cc1[nH]c2ccccc2c1C(=O)CCl	-10.4	-16.9	24.3	-5.2	-5.6
35	COC(=O)CSc1ncnc2scc(-c3ccccc3)c12	5.4	-6.7	9.5	-5.4	-4.5
36	CCOC(=O)CNc1nc(OCC#N)nc(N2CCOCC2)n1	1.1	-19.0	-0.9	0.9	-7.6
37	COCCNC(=O)c1cc(-c2ccncc2)nc2ccc(S(=O)(=O)N3CCOCC3)cc12	-4.3	5.1	19.4	5.3	-14.8
38	O=C(CCn1c(=O)oc2ccccc21)Nc1cccc(Cl)c1	-0.3[fluorescence artefact?]	2.1	2.6	-7.8	1.3
39	CN1CCN(CCCNC(=O)c2ccc(CS(=O)(=O)c3ccc(Br)cc3)o2)CC1	8.3	-16.8	-0.1	-17.2	3.8
40	O=C(COC(=O)Cc1c(Cl)cccc1Cl)Nc1ccccc1-c1ccccc1	0.6	9.9	-1.9	-0.3	6.1
41	COc1cccc(NC(=S)N2CCn3cccc3C2c2cccnc2)c1 (stereo not given)	-5.7	1.1	-19.9	-15.6	6.9
42	O=C(COC(=O)c1cccs1)NCC1CCCO1 (stereo not given)	-6.3	4.9	0.4	-40.7	-2.0
43	CN(C)c1ccc(/C=c2/sc3n(c2=O)NC2(c4ccccc4)N(C)C(=O)N(C)C2(c2ccccc2)N=3)cc1 (stereo not given)	-6.9	50.2*	-19.9	0.8	-6.9
44	CCCC1c2ccc(C)n2CCN1C(=O)Nc1ccccc1Cl (stereo not given)	0.6	13.1	-8.5	-4.9	-7.1
45	O=C(O)CCNC1C=CS(=O)(=O)C1 (stereo not given)	-8.1	-3.7	26.0	-2.6	-1.6

nr	Runt-SMMHC FRET	Runt-CBFb FRET	NCF1 inh	L929 necroptosis
31	-4.1	-4.4	-13.9	0.1
32	-2.5	0.3	-18.6	0.6
33	5.1	2.8	-6.9	-0.3
34	3.4	-0.7	-4.7	3.2
35	2.0	1.6	-8.7	0.7
36	-11.6	-2.1	-13.6	1.1
37	3.6	-0.3	-5.4	0.9
38	-5.5	0.3	-5.1	1.1
39	4.7	-1.5	-14.9	1.1
40	-0.6	-2.4	-6.7	0.6
41	2.3	10.9	-5.2	2.5
42	-0.2	0.8	-9.5	-0.1
43	-42.6	-12.3	-54.5	.
44	-6.1	-0.9	-16.4	0.9
45	-1.0	-1.1	-0.4	3.6

nr	canonical_smiles	14-3-3 Bad inh	EBV gp42 inh	Hck Nef HTS	MDM2 E3 inh	TbHK1 inh
46	COc1ccc(OC(=O)c2cc3ccccc3o2)cc1	8.3	-10.8	-0.8	0.7	5.3
47	CCN(CC)S(=O)(=O)c1ccc(-c2nnc(SCC(=O)N3c4ccccc4CC3C)o2)cc1 (stereo not given)	-4.6[fluorescence artefact?]	-10.1	0.9	-12.7	-0.6
48	O=c1c2c(n3cnnc3n1C1CCCCC1)-c1ccccc1CC21CCCCC1	13.0[fluorescence artefact?]	-18.8	10.5	.	-2.8
49	CCOC(=O)C1(Cc2ccccc2)CCCN(Cc2cnn(CC)c2)C1 (stereo not given)	-8.1	1.9	-0.4	-7.0	-10.2
50	COCCN(CCOC)C(=O)c1sc2nc(-c3ccccc3)cn2c1C	-8.3	4.8	1.5	0.0	4.2

nr	Runt-SMMHC FRET	Runt-CBFb FRET	NCF1 inh	L929 necroptosis
46	-1.7	0.0	-7.7	-0.2
47	-4.2	-1.8	-5.0	2.7
48	1.6	0.7	-6.8	1.0
49	1.2	2.0	-6.9	-0.9
50	-1.2	-1.1	-22.1	1.3

# Source: PubChem

# Compounds were not picked by outcome. Share with any hit: about 3.2%.
